Keap1-Nrf2 PPI: inhibitors of human Keap1-Nrf2 protein-protein interaction; Keap1 Kelch-Nrf2 peptide fluorescence polarization, 1536-well; inhibition, % at 9.4 µM; 0.15% of 340,000 active; Q14145; in the data active means inhibition above about 12%;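 further: human Keap1 Kelch domain with fluorescein labeled Nrf2 9mer peptide probe; 0% = neutral control wells and 100% = peptide positive control; higher means more block of Keap1 binding to Nrf2 peptide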
CAL PDZ FP-1: inhibitors of human CAL PDZ peptide binding | AID 504414 | purified CAL PDZ, TMR-peptide fluorescence polarization, 1 h | Q9HD26 | inhibition, % at 20 µM | 0.02% of 330,000 active;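 active means highest replicate inhibition of at least 40%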;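 further: plate controls were DMSO neutral control wells for no effect and unlabeled competitor peptide control wells for full effect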
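Assay system – tagged CAL PDZ protein CerCALP, purified · Timing – 1 h at RT · Compound – single point, 20 µM · Measured by – fluorescence polarization from S- and P-plane intensities, G-factor corrected · Evaluation – inhibition from polarization loss · Probe or stimulus – TMR reporter peptide T*-PRC34 · Buffer or medium – pH 7.4 phosphate-saline buffer, reducing agent, detergent, IgG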
DAGLB inh: diacylglycerol lipase beta (human) inhibition; 0.059% of 340,000 active; inhibition, % at 5.17 µM; Q8NCG7; AID 504411; HEK293T DAGLB membrane lysate, EnzChek fluorogenic substrate; in the data active means inhibition above about 34%;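 further: 0% = enzyme with vehicle and 100% = wells lacking enzyme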
NSD2 inh: inhibitors of human histone methyltransferase NSD2 | O96028 | NSD2 peptide methylation, AlphaScreen, 120 min | inhibition, % at 12.5 µM | 0.54% of 310,000 active | AID 743445; in the data active means inhibition above about 50%
V-ATPase pH: yeast V-ATPase proton transport regulation by pHLuorin. S. cerevisiae, pHLuorin cytosolic pH fluorescence. response, % at 10 µM. 0.37% of 350,000 active. AID 504577; in the data active means response mostly above about 7.3%, no sharp cut-off; inactive means mostly below about 5.4%; further: actives read high; inactives centre near 0; some compounds called inactive have numbers as strong as hits; reference of the scale not given here
DSG3 Ab inh: inhibitors of pemphigus antibody binding to human desmoglein-3; P32926; DSG3-coupled beads, scFv-anti-DSG3-GFP binding, flow cytometry; active compounds read low; binding (percent of control), % at 10 µM; 0.48% of 310,000 active;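 active means binding more than 3 SD below its plate's average and above zero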;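 further: hits lower antibody fragment binding to DSG3; some compounds called inactive have numbers as strong as hits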
RTF Ca sens inh: cardiac RTF calcium desensitization; 0.12% of 340,000 active; P19429+P45379; IANBD-labeled cardiac RTF, Ca2+ fluorescence; inhibition, % at 7.15 µM; AID 493244;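 active means inhibition above the mean inhibition of all tested compounds plus 3 SD, cut at about 17% in these data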;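 further: assay run at fixed EC70 calcium of 1.6 mM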
Arrestin-AP2 inh: human beta-arrestin and AP2 interaction inhibition; inhibition, % at 10 µM; AID 504490; 0.31% of 340,000 active; FITC-arrestin peptide / GST-AP2 beads, flow cytometry; AP2 beta2 appendage carries R879A mutation;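 active means inhibition above a set limit, near 3 SD of compounds lacking own fluorescence, cut at about 54% in these data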;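 further: plate controls were DMSO wells for no effect and 5 µM unlabelled arrestin peptide for full effect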
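System: GST-AP2 R879A bound to glutathione beads, E. coli-expressed. Also added: 50 nM FITC-arrestin peptide. Schedule: compound with beads 12 min RT, then probe 1 h RT. Signal: bead flow cytometry, FITC channel. Read-out basis: percent response.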
C-LANA FP: blocks KSHV LANA C-terminal domain binding to DNA; inhibition, % at 9 µM; MBP-C-LANA/FAM-LBS DNA binding, fluorescence polarization; 0.078% of 340,000 active;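 active means highest replicate inhibition at or above 60% at 9 µM, even if other replicates fall short; inactive means all replicates below 60% inhibition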;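 further: 0% = neutral control wells and 100% = 4 µM acridine orange control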
CAL PDZ FP-2: blocks peptide binding to the human CAL PDZ domain | AID 602252 | purified CAL PDZ, TMR-peptide fluorescence polarization, 1 h | inhibition, % at 24.9 µM | 0.92% of 300,000 active | Q9HD26;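 active means mean inhibition of at least 30% with at least half of replicates also reaching 30%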;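 further: 0% = DMSO neutral control and 100% = excess unlabeled competitor peptide PRC23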
Starred values were filed as active, the others as inactive; · = no result given. Only part of the results is shown; rates above refer to the full screens.

SMILES	Keap1-Nrf2 PPI	CAL PDZ FP-1	DAGLB inh	NSD2 inh	V-ATPase pH	DSG3 Ab inh	RTF Ca sens inh	Arrestin-AP2 inh	C-LANA FP	CAL PDZ FP-2
COc1cc(C(=S)N2CCN(c3cccc(Cl)c3)CC2)ccc1O	0	-0.1	2	1	0	99	-4	-18	60	13
CCCN(CCC)CCCNC(=O)CS(=O)Cc1nc(-c2ccc(OC)c(OC)c2)oc1C (configuration not stated)	-4	-0.1	-1	33	-16	101	-4	6	0.2	-2
COc1ccc2[nH]cc(CCNC(=O)Cc3ccc(Cl)cc3)c2c1	-2	0.5	-4	12	5	103	-3	26	-1.0	1
CC(=O)NC1=NN(C(C)=O)C(C)(CCS(=O)(=O)c2ccc(Cl)c(Cl)c2)S1 (configuration not stated)	4	-0.7	2	-1	-3	100	-3	-3	-1.1	-4
O=C(Nc1ccc(S(=O)(=O)N2CCOCC2)cc1)c1cccc([N+](=O)[O-])c1	-2	-0.8	0	-1	-3	123	-6	21	2.2	-2
O=C(O)c1cc([N+](=O)[O-])ccc1Oc1ccccc1	-3	-0.2	2	-1	3	97	-9	7	-20	2
CCNS(=O)(=O)c1ccc(NC(=O)Nc2ccccc2OC)cc1	-1	-1.6	-3	2	2	104	-4	18	-1.8	5
CC(=O)c1cccc(NC(=O)c2ccc(S(=O)(=O)N3CCCCC3)cc2)c1	1	-1.5	-1	2	4	99	-3	11	-5.4	-7
CN(C)c1ccnc2sc(C(=O)c3ccccc3)c(N)c12	-4	-1.9	1	·	2	94	12	-8	0.3	0
Cc1cccc(NC(=O)c2ccc(-n3ccnc3)nc2)c1	3	-4.6	3	0	1	·	-10	-17	-0.8	0
CCc1cc2c3c(c1)C1(C(=O)N3C(C)(C)CC2C)C(C#N)=C(N)N2C(=C1C#N)Nc1ccccc12 (configuration not stated)	-6	-2.6	0	-1	-3	123	2	36	-0.4	0
COc1cc2cnc(C3=CCCCC3)cc2cc1OC	3	-1.1	-4	·	2	104	8	6	-4.3	-5
C=CCc1cccc2cc(C(=O)NC3CCCCC3)c(=O)oc12	-5	-3.2	-7	-4	3	101	4	13	-0.3	-4
O=CC1=C(N2CCOCC2)/C(=C/c2ccc(Cl)cc2)CC1	-2	-9.1	7	0	3	101	-11	34	1.0	0
CCc1sc(C(=O)NC2CCN(C)CC2)cc1Br	-1	·	-2	·	-5	107	-1	26	0.5	0
CCCCCCC(O)(CCN1CCCCC1)c1ccccc1 (configuration not stated)	-5	-1.7	-3	29	0	102	-1	-12	1.7	-3
CCN(CC(=O)NCc1cccs1)S(=O)(=O)c1ccc(F)cc1	3	-4.6	1	13	-1	106	-9	-6	1.9	-33
CCC(=O)Nc1ccc(C(=O)OCC(=O)c2cccs2)cc1	1	-1.2	-2	1	-5	99	0	29	-0.2	2
CCCc1cc(CNC(=O)C2CCC(=O)N(CCc3cccc(F)c3)C2)on1 (configuration not stated)	-4	-1.2	1	14	0	·	-6	-5	1.6	35*
O=C1CC(c2ccc(F)cc2)CC(O)=C1C=NCCN1CCN(C(=O)Nc2ccccc2)CC1 (configuration not stated)	-1	-2.1	-1	-2	0	101	-2	1	0.2	-4
CC(=O)c1nn(-c2ccc(Cl)cc2)cc1C(=O)c1ccccc1	0	0.1	-4	0	-4	102	-5	3	0.6	·
O=C(CCC1CCCN(C(=O)c2cc3ccccc3o2)C1)NCc1ccc(F)c(F)c1 (configuration not stated)	-3	-0.5	-1	1	1	114	-4	17	-0.2	-2
COc1ccc(N=C(N)N=C(N)N)c(OC)c1	-4	-2.9	2	-2	2	87	-3	-4	-0.7	0
COc1ccc(-c2nc3c4ccccc4ccn3c2CN2CCCCC2)cc1	-4	-1.6	-9	-1	0	101	2	-7	-0.4	-3
COc1cccc(-c2ccc(SCC(=O)N3CCOCC3)nn2)c1	0	-0.9	1	-6	-4	114	1	35	-1.3	4

Structures listed so far containing four or more nitrogen atoms (4):
SMILES	Keap1-Nrf2 PPI	CAL PDZ FP-1	DAGLB inh	NSD2 inh	V-ATPase pH	DSG3 Ab inh	RTF Ca sens inh	Arrestin-AP2 inh	C-LANA FP	CAL PDZ FP-2
Cc1cccc(NC(=O)c2ccc(-n3ccnc3)nc2)c1	3	-4.6	3	0	1	·	-10	-17	-0.8	0
CCc1cc2c3c(c1)C1(C(=O)N3C(C)(C)CC2C)C(C#N)=C(N)N2C(=C1C#N)Nc1ccccc12 (configuration not stated)	-6	-2.6	0	-1	-3	123	2	36	-0.4	0
O=C1CC(c2ccc(F)cc2)CC(O)=C1C=NCCN1CCN(C(=O)Nc2ccccc2)CC1 (configuration not stated)	-1	-2.1	-1	-2	0	101	-2	1	0.2	-4
COc1ccc(N=C(N)N=C(N)N)c(OC)c1	-4	-2.9	2	-2	2	87	-3	-4	-0.7	0

2 compounds from above, showing only RTF Ca sens inh.
| SMILES | RTF Ca sens inh |
| --- | --- |
| COc1cc(C(=S)N2CCN(c3cccc(Cl)c3)CC2)ccc1O | -4 |
| CCCN(CCC)CCCNC(=O)CS(=O)Cc1nc(-c2ccc(OC)c(OC)c2)oc1C (configuration not stated) | -4 |

Other compounds follow.
SMILES	Keap1-Nrf2 PPI	CAL PDZ FP-1	DAGLB inh	NSD2 inh	V-ATPase pH	DSG3 Ab inh	RTF Ca sens inh	Arrestin-AP2 inh	C-LANA FP	CAL PDZ FP-2
CC(=O)c1cn(CC(=O)Nc2c(C)cccc2C)c2ccccc12	1	0.1	-1	-2	-1	109	1	4	-0.7	-5
O=C(Nc1ccc(N2CCOCC2)cc1)c1c(F)cccc1Cl	-2	-0.2	0	-1	-1	102	-1	33	-0.7	4
N=c1sccn1CC(=O)Nc1ccc(S(=O)(=O)N2CCOCC2)cc1	-2	-0.6	-3	-2	-1	96	2	-3	-2.5	0
CCOc1ccc(N2CC(C(=O)N3CCCC3)CC2=O)cc1 (configuration not stated)	-5	-3.2	0	-1	-4	113	-5	-3	0.5	-3
Cn1nc(NC(=O)CC23CC4CC(CC(C4)C2)C3)c2c(F)cccc21	0	0.5	0	-2	2	·	-4	20	1.1	-3
CSc1ccc(CN2C(=O)NC3(CCCCCCC3)C2=O)cc1	-5	-0.3	-5	-1	6	96	-5	0	-0.2	-1
N#CC1(Cc2ccc([N+](=O)[O-])cc2)c2ccccc2C=CN1C(=O)c1ccccc1 (configuration not stated)	-2	-1.7	-12	0	-8	101	0	9	0.1	·
CC1(C)CC(NC(=O)CC(c2ccccc2)c2ccccc2)CC(C)(C)N1	1	-3.3	-1	·	2	·	-12	5	-2.4	-1
Cc1ccc(N2C(=O)c3ccc(C(=O)Nc4cccnc4)cc3C2=O)c(C)c1	0	-0.7	0	2	-4	99	-5	7	0.1	-5
Cc1ccc(/C=C/C(=O)NCc2ccc(S(N)(=O)=O)cc2)o1	-36	-0.2	0	8	1	95	-10	10	0.3	-4
CCOC(=O)c1cnc(Nc2nc3ccccc3o2)nc1CSc1nnc(C)s1	1	-2.6	-1	3	-1	·	0	1	-0.9	0
CCc1ccc(C(=O)C(C)OC(=O)Cn2cnc3c2c(=O)n(C)c(=O)n3C)cc1 (configuration not stated)	-1	-0.7	-1	0	10	96	-6	22	-0.8	·
C(=NN1CCCCCC1)c1ccccc1	-3	-0.7	-2	0	6	120	-5	7	1.1	-4
CC(C)(C)OC(=O)N1CCN(C(=O)c2[nH]cnc2C(=O)Nc2cccc(Cl)c2)CC1	-2	-0.4	-1	·	0	103	2	-11	-0.3	7
COc1cc(OC)cc(C(=O)N[C@H](C(=O)Nc2ccc(S(=O)(=O)N(C)C)cc2)C(C)C)c1	-3	-2.9	-2	1	1	80	-6	-12	-0.2	11
COc1cccc(N2CC(C(=O)Nc3nnc(SCC(=O)N4CCOCC4)s3)CC2=O)c1 (configuration not stated)	-2	-2.7	5	0	-1	108	-5	43	-0.6	-1
Cc1ccc(Cl)cc1N1CCN(C(=O)CN2C(=O)c3cccc4cccc2c34)CC1	-7	-0.4	-1	-9	-1	95	-6	21	1.1	·
Cc1nnc(SCCn2c(N3CCN(Cc4ccccc4)CC3)nc3c2c(=O)[nH]c(=O)n3C)s1	-2	0.2	1	2	-5	100	3	29	0.1	-1
CCN1CCN(CCCNC(=O)c2ccc(/C=C3/Sc4ccccc4N(Cc4ccccc4F)C3=O)cc2)CC1	1	-2.2	-3	5	-7	104	-8	-2	-0.5	-9
C/C=C(\C)C(=O)NCCN1C2=NC[C@@H](Cc3ccccc3)N2C[C@@H]1Cc1ccc(OC)cc1	-7	-0.9	1	·	1	105	0	2	-0.5	-1
CCOC(=O)Cc1csc(NC(=O)CN2CCN(c3ccccc3)CC2)n1	-1	0.3	0	-1	-1	87	-5	6	0.0	-1
CN(CC(=O)Nc1c(Cl)cccc1Cl)C(=O)c1ccc(-n2cncn2)c([N+](=O)[O-])c1	·	-2.0	1	-1	-2	108	-23	7	·	-2
COc1ccc2nc(SCC(=O)NC3(C#N)CCCCC3)[nH]c2c1	·	-1.3	1	0	-1	101	3	8	·	-2
NS(=O)(=O)c1cccc(NC(=O)COC(=O)C2(c3cccc(F)c3)CCCC2)c1	-2	-0.4	-1	-1	0	121	-1	12	-0.3	-2

Screens as filed in PubChem BioAssay.
